# STAT1 activator = STAT1 signaling activators, primary screen, cell-based, HTS, luciferase reporter | NIH 3T3 STAT1-luciferase reporter, IFN-gamma, luminescence; 100% = IFN-gamma alone, no compound | activation (% of control), % at 5.5 µM | hit rate 2.6% among 200,000;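 active means activation above the screen-wide mean activation plus 3 SD, cut at about 130% in these data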;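 further: raw ratio to IFN-gamma control signal so 100% means no change and 0% no light; values of inactives mirror those of a sister screen read the other way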
# APP 5'UTR act = activators of APP 5'UTR luciferase reporter, primary screen, SH-SY5Y cells. AID 1276, 2008. SH-SY5Y APP 5'UTR luciferase reporter, luminescence; zero percent = DMSO vehicle wells. activation, % at 2 µM. hit rate 1% among 190,000;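 active means activation above a set limit, based on mean plus 3 SD of controls, cut at about 140% in these data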; further: values of inactives mirror those of a sister screen read the other way
# FLuc stim CS = FLuc activators, initial screening, artefact control for FLuc-dependent activation tests, biochemical, ATPlite luminescence. Luciferin 4-monooxygenase (Photinus pyralis), P08659. ATPlite luciferase biochemical, 10 min; 0 = ATP-free wells, 1 = DMSO control. activation factor at 10 µM. 200,000 tested, under 10 active;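 active means luciferase activation factor, scaled between plate controls, of at least 2 with compound at 10 µM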
#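 Assay system – cell-free luciferase reagent · Medium – PBS-based ATP solution · Dosing – test compounds dosed from 2 mM stocks in 100% DMSO · Timing – 10 min, room temperature · Technique – light output (luminescence) · Measure – luminescence gain marking luciferase activators · Controls – No-ATP low control, compound-free enzyme-plus-ATP high control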
# TLR4 MyD88 comp = inhibitors of TLR4-MyD88 association in cells, primary screen, cell-based, HeLa CL3-4, BLA complementation, FRET ratio. hit rate 0.18% among 200,000. inhibition, % at 8.4 µM. HeLa CL3-4 TLR4/MyD88 BLA complementation; in the data active means inhibition above about 25%;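 further: 0% = vehicle and 100% = reference inhibitor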
# Target sequence (O00206 whole entry, looked up): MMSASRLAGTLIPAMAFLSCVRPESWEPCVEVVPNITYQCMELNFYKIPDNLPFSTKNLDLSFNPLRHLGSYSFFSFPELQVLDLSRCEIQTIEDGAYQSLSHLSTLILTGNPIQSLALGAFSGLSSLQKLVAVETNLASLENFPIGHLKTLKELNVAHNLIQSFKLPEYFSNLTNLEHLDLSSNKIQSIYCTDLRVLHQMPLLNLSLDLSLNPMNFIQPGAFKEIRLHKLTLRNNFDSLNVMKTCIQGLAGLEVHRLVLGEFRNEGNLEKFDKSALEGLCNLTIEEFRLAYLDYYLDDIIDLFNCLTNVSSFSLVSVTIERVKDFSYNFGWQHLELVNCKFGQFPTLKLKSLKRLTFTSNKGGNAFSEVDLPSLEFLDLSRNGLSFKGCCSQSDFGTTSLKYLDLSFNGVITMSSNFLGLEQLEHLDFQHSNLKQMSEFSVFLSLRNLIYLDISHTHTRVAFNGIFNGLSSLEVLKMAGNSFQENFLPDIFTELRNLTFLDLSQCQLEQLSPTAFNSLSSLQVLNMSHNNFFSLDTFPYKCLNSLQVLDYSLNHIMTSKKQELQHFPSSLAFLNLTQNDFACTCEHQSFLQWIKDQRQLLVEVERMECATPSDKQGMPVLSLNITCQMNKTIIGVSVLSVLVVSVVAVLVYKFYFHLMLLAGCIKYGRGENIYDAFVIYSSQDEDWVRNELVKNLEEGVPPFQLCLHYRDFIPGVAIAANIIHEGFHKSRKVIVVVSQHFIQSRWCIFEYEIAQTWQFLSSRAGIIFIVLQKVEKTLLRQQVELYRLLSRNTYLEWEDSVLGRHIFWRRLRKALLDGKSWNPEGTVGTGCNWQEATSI
# Target sequence (Q99836 whole entry, looked up): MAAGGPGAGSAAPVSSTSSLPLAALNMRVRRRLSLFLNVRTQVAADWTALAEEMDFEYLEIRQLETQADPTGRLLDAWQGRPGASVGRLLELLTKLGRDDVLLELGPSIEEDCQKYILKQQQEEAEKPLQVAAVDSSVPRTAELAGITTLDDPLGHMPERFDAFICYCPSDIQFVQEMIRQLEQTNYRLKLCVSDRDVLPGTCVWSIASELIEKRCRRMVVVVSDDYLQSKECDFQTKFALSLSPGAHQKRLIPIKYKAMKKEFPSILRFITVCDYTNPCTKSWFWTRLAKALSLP
# Diaphorase inh = diaphorase inhibitors and chemical oxidizers, primary screen, counter-screen for diaphorase-coupled primary assays, biochemical, uHTS, resorufin fluorescence; diaphorase resazurin-to-resorufin fluorescence, NADH, 16 min; bacterial (C. kluyveri) enzyme, not human; inhibition, % at 20 µM; hit rate 0.69% among 190,000; AID 1217, 2008;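 active means primary screen inhibition at 20 µM above a set limit, cut at about 50% in these data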;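 further: plate controls were DMSO with full reaction for no effect and wells lacking NADH for full effect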
#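 Detection: fluorescence of resorufin formed from resazurin, Ex 544/Em 590 nm; test system: Clostridium kluyveri diaphorase enzyme; amount: 0.14 U/mL diaphorase, enzyme working solution; times: 16-min room-temperature incubation before reading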
# G6PDH CS = L. mesenteroides G6PDH inhibitors, counter-screen for G6PDH-coupled screening assays, biochemical, Leuconostoc mesenteroides enzyme | hit rate 0.12% among 200,000 | glucose-6-phosphate dehydrogenase [Leuconostoc mesenteroides] | Purified L. mesenteroides G6PDH, diaphorase/resazurin coupled fluorescence, 45 min | inhibition, % at 5 µM; in the data active means inhibition above about 50%
# FLuc inh counter = firefly luciferase enzyme inhibitors, primary screen, artefact control for luciferase-based inhibitor screens, biochemical, luminescence, ATPLite. 10 min. hit rate 1.5% among 200,000. inhibition, % at 10 µM;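 active means inhibition above about 50% when tested at 10 µM, limit read from the data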
# NF-kB expr up = activators of NF-kB expression in neurons, primary screen, cell-based, HTS | human neuronal cells, NF-kB reporter expression; hits give high values | fold change at 12.5 µM | hit rate 1.6% among 190,000 | AID 1239, 2008; in the data active means fold change above about 3.3
# APP transl inh = inhibitors of APP translation via 5'UTR reporter, primary screen, APP 5'UTR luciferase, SH-SY5Y cells | AID 1285, 2008 | SH-SY5Y APP 5'UTR-luciferase reporter, luminescence | hit rate 0.82% among 190,000 | inhibition, % at 2 µM;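 active means inhibition above a set limit, derived from the sample mean plus 3 SD, cut at about 45% in these data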; further: values of inactives mirror those of a sister screen read the other way
# Diaph act CS = compounds boosting diaphorase resazurin reduction – biochemical, uHTS, resorufin fluorescence, counter-screen for diaphorase-coupled primary assays, primary screen | hit rate 0.005% among 190,000 | Diaphorase/resazurin coupled assay, 16 min; hits give high values; 1 = vehicle wells, 0 = NADH-free wells | activation factor at 20 µM | AID 1229, 2008;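 active means diaphorase activity raised at least twofold by the compound at 20 µM; inactive means activation factor below 2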
#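 test system = bacterial diaphorase enzyme (C. kluyveri) | quantity = enzyme 0.07 U/mL final | reagent = NADH substrate 0.114 mM plus resazurin dye 0.1 mM, final | incubation = 16 min enzyme reaction, ambient temperature | buffer or medium = HEPES pH 7.4 buffer with MgCl2 and Tween 20 | signal = fluorescence of resorufin, 544 nm excitation, 590 nm emission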
# An asterisk follows results filed as active; · = not tested or not shown.
SMILES,STAT1 activator,APP 5'UTR act,FLuc stim CS,TLR4 MyD88 comp,Diaphorase inh,G6PDH CS,FLuc inh counter,NF-kB expr up,APP transl inh,Diaph act CS
COc1ccc(CCn2c(SCC(=O)Nc3cc(C)on3)nc3ccsc3c2=O)cc1OC,96,10,1,3,-1,-53,4,0.92,-10,1
COc1ccc(CNC(=O)COC(=O)CCOc2ccccc2)cc1,96,10,1.1,3,16,4,-6,1.2,-10,0.8
COc1ccccc1-c1cc(C(=O)N2CCCc3ccccc32)no1,124,27,1,7,23,9,-3,0.69,-27,0.8
O=C(CCC(=O)c1cccs1)NCC(=O)Nc1ccc(F)c(F)c1F,90,-11,1,-15,11,6,-4,1.1,11,0.9
CC(=O)c1nnn(-c2nc(N3CCCC3)nc(N(c3ccccc3)c3ccccc3)n2)c1C,102,20,1.1,-6,14,-27,-7,1.6,-20,0.9
O=C1NN(c2ccccc2)C(=O)/C1=C/c1ccc(Sc2cccc3ccccc23)o1,100,18,1.1,-4,13,-21,-9,1.3,-18,0.9
CCC1(CC)Cc2ccccc2C(C2=C(O)CC(C)(C)CC2=O)=N1,102,-14,1.1,-4,13,7,-7,1.1,14,0.9
CCc1ccc(C(c2c(C)nn(-c3ccccc3)c2N)c2c(C)nn(-c3ccccc3)c2N)cc1,91,10,1.1,-10,15,2,-7,1.2,-10,0.8
CC(C)(C)NC(=O)CN1CCC(NC(=O)C23CC4CC(CC(C4)C2)C3)CC1,96,17,1,3,1,7,2,1.2,-17,1
CCCC(=O)c1cc2c(cc1NC(=O)c1ccccc1F)OCCO2,104,-10,1,0,-2,-4,-3,1.1,10,1
Cc1ccnc(SCCn2c(N3CCN(C)CC3)nc3c2c(=O)[nH]c(=O)n3C)n1,·,·,1,·,10,3,-4,·,·,0.9
Cc1cc(-c2ccccc2)nc(N(C)C)c1S(C)(=O)=O,109,-2,1,2,-5,-2,0,1.2,2,1
Cc1nnc(C)n1/N=C/c1ccc(O)cc1,102,-11,1.1,-1,2,8,-10,1.7,11,1
C=CCNC(=O)/C(C#N)=C/c1ccc(SC)cc1,92,7,0.6,2,-3,3,36,1.1,-7,1
CCOc1cc(S(=O)(=O)NCCc2ccccc2C)c(OCC)cc1-n1cnnn1,99,-1,1.1,3,18,3,-6,0.82,1,0.8
CS(=O)(=O)c1ccc2nc(NC(=O)Nc3ccc(Cl)c(Cl)c3)sc2c1,104,-17,1,-9,-13,18,-4,1.1,17,1.1
Cn1c(=O)c2cc(S(=O)(=O)Nc3cc(C(=O)O)cc(C(=O)O)c3)ccc2n(C)c1=O,105,8,1,9,10,16,-1,0.87,-8,0.9
O=C(CNC(=O)c1ccccc1)NCC(=O)OCC(=O)c1ccccc1,101,-1,1,8,-6,1,1,1,1,1.1
O=C(COC(=O)c1ccccn1)Nc1cccc2ccccc12,103,12,1.1,7,7,1,-6,1.1,-12,0.9
O=C(Cn1c(=O)oc2ccccc21)N1CCOCC1,99,0,1.1,-1,0,13,-9,1,0,1
COc1ccc(C(CC(=O)NC(C)(C)C)n2cccc2)cc1 (stereo unspecified),109,2,1,2,22,-1,-5,1.1,-2,0.8
Cc1cccc(-n2c(SCC(=O)NCc3ccco3)nc3ccccc3c2=O)c1,95,-10,1.1,-1,28,0,-10,1,10,0.7
CCCCN(C(=O)c1c(C)[nH]c(C(=O)OCC)c1C)c1ccccc1,94,15,1,-2,7,1,-2,0.96,-15,0.9
O=C(NC(C(=O)c1ccccc1)N1CCCCCC1)c1ccco1 (stereo unspecified),99,-5,1.1,4,16,-4,-6,1.1,5,0.8
COc1cccc(CNc2ccc(F)c(Cl)c2)c1,97,5,1.1,-2,23,4,-8,1.2,-5,0.8
CCC(C)[C@H](NC(=O)NCc1ccccc1Cl)C(=O)OC (stereo partly specified),98,7,1,-18,10,-1,1,0.94,-7,0.9
Cc1cc(N=CC2=C(O)CC(C)(C)CC2=O)no1,99,9,1.1,6,14,4,-6,1.1,-9,0.9
C=CCn1c(COc2cccc3ccc(C)nc23)nnc1SCC(N)=O,91,-2,1,6,10,8,-4,0.98,2,0.9
CC/C(=N/NC(=O)CCC(=O)Nc1ccccc1OC)c1ccccc1,100,-5,1,17,-5,4,-3,0.97,6,1.1
COC(=O)c1[nH]c2ccccc2c1NC(=O)C(C)N1CCN(C(=O)c2ccco2)CC1 (stereo unspecified),98,4,1,3,12,4,-5,0.83,-4,0.9

# Quoted at random: 4 entries already listed
SMILES,STAT1 activator,APP 5'UTR act,FLuc stim CS,TLR4 MyD88 comp,Diaphorase inh,G6PDH CS,FLuc inh counter,NF-kB expr up,APP transl inh,Diaph act CS
COC(=O)c1[nH]c2ccccc2c1NC(=O)C(C)N1CCN(C(=O)c2ccco2)CC1 (stereo unspecified),98,4,1,3,12,4,-5,0.83,-4,0.9
Cc1cc(N=CC2=C(O)CC(C)(C)CC2=O)no1,99,9,1.1,6,14,4,-6,1.1,-9,0.9
O=C(Cn1c(=O)oc2ccccc21)N1CCOCC1,99,0,1.1,-1,0,13,-9,1,0,1
C=CCn1c(COc2cccc3ccc(C)nc23)nnc1SCC(N)=O,91,-2,1,6,10,8,-4,0.98,2,0.9

# The list continues:
SMILES,STAT1 activator,APP 5'UTR act,FLuc stim CS,TLR4 MyD88 comp,Diaphorase inh,G6PDH CS,FLuc inh counter,NF-kB expr up,APP transl inh,Diaph act CS
CC(=O)Oc1ccc(/C=N/NC(=S)Nc2ccccc2)cc1,160*,50,0.9,-8,13,1,6,5.3*,-50,0.9
Cc1cccc(C(=O)OCc2cnc(Cl)s2)c1,102,-8,1,-4,19,18,1,1.5,8,0.8
O=C(CSc1nc2sc3c(c2c(=O)n1Cc1ccco1)CCC3)N1CCc2ccccc21,103,0,·,9,·,·,·,·,0,·
O=C(Oc1ccc(-n2cnnn2)cc1)c1ccco1,105,2,1,3,6,7,-2,1.1,-2,0.9
CCOc1ccc(CNC(=O)CCc2cn(Cc3ccccc3)c3ccccc23)cc1,97,0,1,15,5,4,4,1,0,1
Cn1cc(CN2CCC(N3CCNC(=O)CC3)CC2)c(-c2ccccc2F)n1,108,15,1,-8,2,11,-5,1.1,-15,1
CC(NC(=O)Nc1ccc2c(c1)OCO2)C1CCCO1 (stereo unspecified),112,60,0.9,-6,6,2,13,2.1,-60,0.9
CNS(=O)(=O)c1ccc(NC(=O)c2nc3nc(C)cc(C(F)F)n3n2)cc1,104,-1,1.1,-5,11,6,-9,1.3,1,0.9
CC(=O)Nc1ccc(S(=O)(=O)NC2=C(N3CCN(c4ccc(F)cc4)CC3)C(=O)c3ccccc3C2=O)cc1,106,-11,1,-16,30,46,-3,0.45,11,0.7
O=c1c(-c2ccccc2)c(O)nc2ccccn12,94,2,1,11,13,14,-3,1.1,-2,0.9
O=C(NC(O)C(=O)c1cccs1)c1cccnc1 (stereo unspecified),95,-4,1,3,12,-7,-3,1.3,4,0.9
CCOC(=O)N1CCC(NC(=O)c2cccc3c2C(=O)N(Cc2cccnc2)C3)CC1,83,-6,1,5,5,1,-2,0.39,6,0.9
CC(C)(C)N1CC(COc2ccccc2)OC1=O (stereo unspecified),104,12,1,-4,23,-11,-2,1.3,-12,0.8
O=C(CC1CCCC1)Nc1nc2ccccc2[nH]1,144*,91,0.8,3,7,-3,21,2.3,-91,0.9
Cc1nn(CC2CCCCC2)c(N)c1-c1ccccc1,114,9,1,-5,-6,4,2,1.9,-9,1.1
CCc1cccc(CC)c1NC(=S)N(CCN(C)C)C(C)c1cccnc1 (stereo unspecified),98,-5,1.1,3,4,5,-8,1.2,5,1
O=S(=O)(c1ccc(F)cc1)N1CCC(N2CCCCCC2)CC1,100,-3,1,-4,20,7,-4,0.83,3,0.8
COc1cccc(C(=O)N2CCN(CCCc3ccccc3)CC2)c1OC,90,5,1,8,23,6,-4,0.97,-5,0.8
CN1CCN(C(=O)c2ccc3c(c2)N(Cc2cccc(Cl)c2)C(=O)c2ccccc2S3=O)CC1 (stereo unspecified),103,2,·,7,·,·,·,·,-2,·
O=C(CN1CCN(c2ccccn2)CC1)NC(=O)NC1CCCCC1,103,-1,1.1,5,12,9,-6,1.1,1,0.9
CNC(=S)Nc1ccc2nc(C)c(C)nc2c1,99,22,1,-10,10,28,-2,0.95,-22,0.9
CCN(CC(=O)Nc1ccc(OC)c(OC)c1)S(=O)(=O)c1ccc(C)cc1,99,-10,1,0,14,-16,-4,0.82,10,0.9
Cn1cc2ccc(N)cc2n1,99,-13,1.1,-1,70*,54*,-8,1.3,13,0.3
O=C(c1ccccc1)c1cnc(-c2ccccc2)s1,130*,157*,0.5,-14,20,-4,55*,9.9*,-157,0.8
COc1ccc(N2C(=O)c3ccccc3NC2(C)C)cc1,126,47,1,1,-1,4,-4,1.6,-46,1
C[N+](C)(C)CCCN1C(=O)CCCC1=O,102,-7,1,3,-6,2,-2,1.1,7,1.1
CN1CCN(Cc2c(O)ccc3c(=O)c(Oc4ccccc4Cl)c(C(F)(F)F)oc23)CC1,95,-13,1.1,19,11,4,-11,1.1,13,0.9
CC(=O)Nc1ccc(NC(=O)COC(=O)C2c3ccccc3Oc3ccccc32)cc1,102,4,1,-2,10,-3,1,1.1,-4,0.9
CC(=O)Nc1ccc(NC(=O)CSc2ccc(-c3cccs3)nn2)cc1,103,-15,1,6,1,-3,4,0.93,15,1
C=C(C)C1CC=C(C)/C(=N/NC(=O)CNc2ccc(OCC)cc2)C1 (stereo unspecified),109,-5,1.1,-9,20,2,-9,1,5,0.8
CCc1sc(C(=O)Nc2cc(Cl)ccc2N2CCCCC2)cc1C,104,·,1.1,-10,15,0,-5,0.88,·,0.9
Cc1ccc(NC(=S)NC(NC(=O)C(C)(C)C)C(Cl)(Cl)Cl)c(C)c1 (stereo unspecified),97,6,1.1,14,13,-2,-8,1.1,-6,0.9
Cc1cccc(OCC(=O)Nc2ccc3c(c2)nc(CCN2CCN(C)CC2)n3C)c1,98,4,1,-2,-2,1,-4,1,-4,1
CCNC(=S)N/N=C/c1ccc(OCC(=O)Nc2ccc(C)cc2)cc1,98,1,1,-6,10,16,-4,0.98,-1,0.9
Cc1cccc(C(=O)NC(=S)Nc2ccc(S(=O)(=O)N3CCN(C)CC3)cc2)c1,112,9,1.1,-3,24,-4,-8,0.72,-9,0.8

# Compound activity (PubChem BioAssay)
